Source: PubChem BioAssay (National Center for Advancing Translational Sciences (NCATS))
TDP1 cell CPT: DT40-hTDP1 cell growth loss with CPT. chicken DT40 Tdp1-/-;hTDP1 cells + 20 nM CPT, ATP luminescence, 48 h. Potency, µM (highest dose often 46.2 µM), inactives show at the highest dose activity change, negative = growth inhibition, usual class: inhibitors. 420,000 tested, 12% active. AID 686979; note: nearly all actives have a fitted effect of over 55% in size
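Chicken DT40 Tdp1-/- cells complemented with human TDP1, 400 cells/well, exposed to compounds plus 20 nM camptothecin for at least 48 h at 37 C; viability read as ATP content by CellTiter-Glo luminescence.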
TDP1 cell noCPT: qHTS for Inhibitors of human tyrosyl-DNA phosphodiesterase 1 (TDP1): qHTS in cells in absence of CPT | DT40 Tdp1-/- hTDP1 cells, no CPT, ATP luminescence, 48 h | Potency, µM (titrated, usually from 46.2 µM), without a hit: top-dose activity change, negative = growth inhibition, hits mostly inhibitors | AID 686978, 2013 | 420,000 tested, 15% active; note: nearly all actives have a fitted effect of over 55% in size
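Camptothecin absent (DMSO only). Human TDP1-complemented DT40 knockout cells, 400 cells/well, 37 °C for minimum 48 hr; ATP measured via CellTiter-Glo, 30 min dark incubation, luminescence.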
TDP1 inh: inhibitors of human tyrosyl-DNA phosphodiesterase TDP1. 350,000 tested, 0.28% active. Q9NUW8. Potency, µM (highest dose often 130 µM), inactives show at the top dose activity change, negative = inhibition, usual class: inhibitors. recombinant TDP1, AlphaScreen DNA substrate cleavage; note: nearly all actives have a fitted effect of over 40% in size
Target sequence (Q9NUW8 whole entry, looked up): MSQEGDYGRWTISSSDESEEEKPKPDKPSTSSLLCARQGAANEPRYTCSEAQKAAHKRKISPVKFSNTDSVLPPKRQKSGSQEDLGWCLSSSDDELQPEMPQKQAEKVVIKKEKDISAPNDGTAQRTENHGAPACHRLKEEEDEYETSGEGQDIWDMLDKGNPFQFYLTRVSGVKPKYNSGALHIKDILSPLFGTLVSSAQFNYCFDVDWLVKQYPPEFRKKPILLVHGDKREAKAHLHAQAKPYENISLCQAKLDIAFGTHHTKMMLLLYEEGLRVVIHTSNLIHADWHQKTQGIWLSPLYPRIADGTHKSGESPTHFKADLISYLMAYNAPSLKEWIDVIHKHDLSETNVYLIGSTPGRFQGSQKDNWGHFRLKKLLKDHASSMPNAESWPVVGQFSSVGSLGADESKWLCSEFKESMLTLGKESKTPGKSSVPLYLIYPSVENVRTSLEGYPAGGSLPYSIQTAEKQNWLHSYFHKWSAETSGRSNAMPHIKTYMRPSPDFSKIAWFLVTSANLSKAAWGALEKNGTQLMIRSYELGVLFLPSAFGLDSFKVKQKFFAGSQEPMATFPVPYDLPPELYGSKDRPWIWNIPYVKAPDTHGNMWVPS
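E. coli-derived human Tdp1, 1 nM final. Cpd preinc 15 min RT; substrate 15 nM final, 5 min RT; AS bead mix 10 ug/ml final, 10 min RT. Signal loss = tyrosine-FITC cleavage. No-enzyme wells = max signal.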
The depositor's hits bear a star; ? = inconclusive; . = no result given; & = joins results of further samples; [ ] = another dose, or the depositor's remark. Calls come from the whole dose curve; as a rule, active = well fitted curve in the direction sought with a large enough effect; inconclusive = small, poorly fitted or top-dose-only effect, or another doubt; inactive = no such curve, though single readings can be large; an effect the other way counts as inactive or inconclusive. % is set by controls: 0 for no effect and ±100 for the full control effect; potency is the fitted concentration of half-maximal effect. The order is random; any-hit rate near 18%.

SMILES	TDP1 cell CPT	TDP1 cell noCPT	TDP1 inh
Cc1ccccc1S(=O)(=O)NC1OC(=O)C(Oc2ccccc2)=C1Br (centres undefined)	-7%	2%	0%
O=C(Nc1cccc(NC(=O)c2ccco2)c1)c1cnccn1	5%	-19%	0%
CCCCC(OC(=O)CN1C(=O)COc2ccccc21)C(=O)NC1CCCCC1 (centres undefined)	-1%	16µM*	.
Cc1cccc(C(=O)N(Cc2cccs2)C2CCS(=O)(=O)C2)c1 (centres undefined)	-7%	0%	2%
Cc1ccc(SCC(=O)N2CCN(c3ccccn3)CC2)cc1	-29%	-12%	1%
O=C(NCC(c1ccco1)N1CCc2ccccc2C1)C(=O)Nc1cc(F)ccc1F (centres undefined)	-29%	?	.
O=C(Cn1nc(-c2cccc([N+](=O)[O-])c2)c2ccccc2c1=O)NCC1CCCO1 (centres undefined)	-6%	0%	8%
Cc1nc2cc(N)ccc2n1C1CCCCC1	-29%	-21%	13%
O=c1[nH]c(SCc2c(Cl)cccc2Cl)nc2ccccc12	23%	-2%	5%
CC(=O)C1C(c2ccc(F)cc2)NC(=O)NC1(O)C(F)(F)F (centres undefined)	-5%	-4%	2%
CCCN1CNc2c(c(=O)[nH]c(=S)n2CCc2ccsc2)C1	-19%	?	1%
CC(=O)c1cccc(NC(=O)COc2ccc3oc(=O)cc(C)c3c2)c1	18µM*	?	.
CC(OC(=O)Cc1c[nH]c2ccccc12)C(=O)NC1(C#N)CCCCC1 (centres undefined)	4%	9%	4%
Cc1ccc2c(C)c(C(=O)Nc3cccnc3)oc2c1C	?	-21%	.
O=C(NCCCN1CCCCC1)c1ccc2c(=O)n(CCc3ccccc3)c(=O)[nH]c2c1	?	?	0%
CC1CN(C(=O)c2ccn(C)n2)CC(C)O1 (centres undefined)	3%	-3%	0%
Cn1nnc2c(NCc3ccccc3Cl)ncnc21	-10%	-10%	5%
CN(C)CCN=c1cc(-c2ccccc2)oc2ccc(Cl)cc12	1%	?	-7%
CCN(CC)C(=O)CSc1nc(COc2ccccc2)nc2ccccc12	-40%	?	.
Cc1ccc(NC(=S)NCc2ccccc2)cc1S(=O)(=O)N1CCCCC1	?	?	7%
Cc1ccccc1NC(C)C(=O)N/N=C/c1ccccc1OCc1cccc(Br)c1 (centres undefined)	?	?	4%
COCc1ccc(C(=O)Nc2ccccc2C(=O)NCc2cccnc2)cc1	1%	6%	5%
NC(N)=NCC1COc2ccccc2O1 (centres undefined)	-20%	?	4%
CCn1cnc2cc(NC(=O)c3cccs3)ccc21	-12%	-2%	5%
O=C(Cc1c(F)cccc1Cl)Nc1nccs1	?	-41%	3%
CC(C)n1c(O)c(N=NC(=O)CNC(=O)Cc2ccc(Cl)cc2)c2ccccc21	?	?	6%
Cc1csc(NC(=O)c2cccc(C)c2C)n1	?	?	5%
OCCCC1CCCCN1Cc1nc(Cc2ccccc2Cl)no1 (centres undefined)	-6%	10%	-2%
CC(C)CCn1nnnc1CN1CCN(C(c2ccccc2)c2ccccc2)CC1	?	18µM*	5%
COc1cccc(CN2CCC(C(=O)N3CCN(Cc4ccc5c(c4)OCO5)CC3)CC2)c1OC	?	?	3%
COCCCNC(=O)c1ccc2c3c(onc13)-c1ccccc1C2=O	7.3µM*	15µM*	7%
Cc1cc(OCCCC(=O)NCCc2nnc3ccccn23)ccc1Cl	?	16µM*	-1%
Cc1cccc2[nH]c3c(N4CCN(C(=O)c5ccco5)CC4)ncnc3c12	?	18µM*	5%
Cc1ccc(S(=O)(=O)N2CCC(C(=O)OC(C)C(=O)N(C)c3ccccc3)CC2)cc1C (centres undefined)	?	?	2%
OCCN(CCO)c1ccc(C(c2ccc(Cl)cc2)c2ccc(N(CCO)CCO)cc2Cl)c(Cl)c1	?	?	-2%
CCN(CC)CCCN(C(=O)Cn1nnc(-c2ccc(OC)c(OC)c2)n1)C(C(=O)NC(C)(C)C)c1ccc(F)cc1 (centres undefined)	?	?	-5%
C=C(C)C(=O)Nc1ccc(OC(F)(F)C(F)F)c(NC(=O)C(=C)C)c1	0%	3%	13µM*
Cc1cc(C)c(NC(=O)COC(=O)C2CCCCC2)c(C)c1	9%	2%	3%
COc1cc(N(C)C)ccc1/C=C/c1ccnc2ccccc12	10µM*	25µM*	.
COC(C(=O)Nc1ccnn1C1CCN(C(=O)c2ccc(C=O)cc2)CC1)c1ccccc1 (centres undefined)	-8%	6%	2%

Twelve compounds from above, arranged by count of non-hydrogen atoms, rising:
SMILES	TDP1 cell CPT	TDP1 cell noCPT	TDP1 inh
NC(N)=NCC1COc2ccccc2O1 (centres undefined)	-20%	?	4%
O=C(Cc1c(F)cccc1Cl)Nc1nccs1	?	-41%	3%
CCn1cnc2cc(NC(=O)c3cccs3)ccc21	-12%	-2%	5%
Cc1ccc2c(C)c(C(=O)Nc3cccnc3)oc2c1C	?	-21%	.
CCCN1CNc2c(c(=O)[nH]c(=S)n2CCc2ccsc2)C1	-19%	?	1%
Cc1ccc(SCC(=O)N2CCN(c3ccccn3)CC2)cc1	-29%	-12%	1%
OCCCC1CCCCN1Cc1nc(Cc2ccccc2Cl)no1 (centres undefined)	-6%	10%	-2%
COCCCNC(=O)c1ccc2c3c(onc13)-c1ccccc1C2=O	7.3µM*	15µM*	7%
CC(=O)c1cccc(NC(=O)COc2ccc3oc(=O)cc(C)c3c2)c1	18µM*	?	.
CCN(CC)C(=O)CSc1nc(COc2ccccc2)nc2ccccc12	-40%	?	.
COCc1ccc(C(=O)Nc2ccccc2C(=O)NCc2cccnc2)cc1	1%	6%	5%
CC(C)CCn1nnnc1CN1CCN(C(c2ccccc2)c2ccccc2)CC1	?	18µM*	5%

(continued)
SMILES	TDP1 cell CPT	TDP1 cell noCPT	TDP1 inh
Cc1cc(C)c(C(N)=O)c(Nc2ccc3c(c2)OCCO3)n1	?	7.3µM*	0%
CN1CC2(Cc3cc([N+](=O)[O-])ccc31)C(=O)OC(C)(C)OC2=O	-7%	-22%	.
C[n+]1cccc2cccc([O-])c21	-14%	-22%	40µM*
CCc1cccc(-n2nnc(-c3nc(-c4cccs4)no3)c2N)c1	?	?	-8%
CCOC(=O)c1c(NC(=O)Cn2nc(C(=O)O)c3ccccc3c2=O)sc2c1CCC(C)C2 (centres undefined)	?	-34%	4%
Cc1ccc(C)c(NC(=O)C2CCCN2/C=C/C(=O)C(F)(F)F)c1 (centres undefined)	5%	-16%	2%
O=C(NNS(=O)(=O)c1ccccc1Cl)c1nn(-c2ccc(F)cc2)ccc1=O	11%	-10%	3%
CCC(C)NS(=O)(=O)c1ccc(OCC(=O)N2CCC(C)CC2)cc1 (centres undefined)	-4%	?	-3%
CC(C)c1nn2c(=O)cc(COC(=O)c3ccc(NC(=O)c4ccccc4Cl)cc3)nc2s1	?	?	-1%
CC(C)CC(=O)NNC(=S)Nc1ccc(S(N)(=O)=O)cc1	8%	-5%	0%
Cn1nccc1-c1cc(Cl)cc(Cl)c1O	-21%	-29%	-6%
O=C(O)C(Cc1ccnc2ccccc12)=NO	2%	-12%	.
Cc1nc2cc(S(=O)(=O)N(C)C)ccc2n1-c1ccccc1	-24%	?	2%
O=C(Cc1ccccc1)N/N=C/c1cccnc1	9%	11%	.
CC(=O)c1cccc(OC(=O)c2cc(S(=O)(=O)N3CCOCC3)ccc2N2CCCC2)c1	?	?	2%
CCOc1ccc(C(=O)Nc2ccc(S(=O)(=O)N3C[C@@H]4C[C@@H](C3)c3cccc(=O)n3C4)cc2)cc1	21µM*	12µM*	1%
Cc1ncc2c(c1CNS(=O)(=O)N(C)C)CCN(C(=O)c1ccc(F)cc1Cl)C2	1%[9.04 µM]	-13%	.
CC(=O)N1CCN(S(=O)(=O)c2ccc(S(=O)(=O)NC3CCCCC3)cc2)CC1	-24%	?	3%
Cc1c(S(=O)(=O)N2CCN(C(c3ccccc3)c3ccccc3)CC2)c(=O)n(C)c(=O)n1C	?	?	5%
O=S(=O)(c1ccc(-c2cnc(C3CC3)o2)cc1)N1CCN(c2cccc(Cl)c2)CC1	4.1µM*	3.3µM*	1%

Compound profiles (already shown):
Record of `O=C(NNS(=O)(=O)c1ccccc1Cl)c1nn(-c2ccc(F)cc2)ccc1=O` : TDP1 cell CPT = 11%; TDP1 cell noCPT = -10%; TDP1 inh = 3%
Record of `O=C(Cc1ccccc1)N/N=C/c1cccnc1` : TDP1 cell CPT = 9%; TDP1 cell noCPT = 11%; TDP1 inh = .

(next part)
SMILES	TDP1 cell CPT	TDP1 cell noCPT	TDP1 inh
COC1C=CC(CNC(=O)c2cc3c(=O)n4cccc(C)c4nc3n2C)(OC)O1 (centres undefined)	16µM*	-15%	0%
Cc1ccccc1NC(=O)Cn1c(=O)n(Cc2ccco2)c(=O)c2ccc(C(=O)NC3CCCC3)cc21	-7%	-16%	2%
Cc1ccc(C(CNC(=O)Nc2cccc(C)c2)N2CCN(C)CC2)cc1 (centres undefined)	-4%	-1%	0%
CCCCNC(=O)Cn1ncc2c(C)n(Cc3cccc(Cl)c3)c(C)c2c1=O	23µM*	21µM*	-5%
Cc1ccc(NC(=O)C2CCCN(S(=O)(=O)c3c(C)noc3/C=C/N(C)C)C2)cc1F (centres undefined)	?	18µM*	11%
CCOc1ccc(-c2cc(CCCC(=O)NCCc3ccccc3)no2)cc1	-3%	-22%	5%
O=C(c1ccc(Cl)c(Cl)c1)N1CCC(O)(CN2CCOCC2)CC1	7%	1%	-3%
CN1CCN(c2nc3c(c(=O)n(C)c(=O)n3C)n2CCSc2nnnn2-c2ccccc2)CC1	-14%	-22%	.
CCC(=Nc1ccccc1)C1=C(O)CCCC1=O	32%[activator]	-10%	1%
O=C(Nc1cc(C(F)(F)F)ccc1Cl)c1cc(S(=O)(=O)NCc2ccccc2)ccc1F	?	?	-3%
CCCCOCCCNC(=O)C1c2ccccc2Oc2ccccc21	6%	-24%	4%
Cc1ccc2nc(NC(=O)C3CCCN(S(=O)(=O)c4cccnc4)C3)sc2c1 (centres undefined)	23µM*	16µM*	7%
CN(C)/C=C/C(=O)c1ccc(Oc2ncccn2)cc1	-13%	4%	2%
COc1ccc(S(=O)(=O)NCCc2csc3nc(-c4cccc(C)c4)nn23)cc1F	?	21µM*	3%
CCOCCCN(Cc1ccco1)C(=O)c1cc2c(s1)-c1c(C)cccc1OC2	?	23µM*	.
CCCCCCCCCC[n+]1ccc(/C=C/c2c[nH]c3ccccc23)cc1	0.32µM*	0.11µM*	.
Cc1ccc(-c2cc(C(=O)OCC(=O)N(C)c3c(N)n(Cc4ccccc4)c(=O)[nH]c3=O)c3ccccc3n2)o1	?	?	.
CCOc1cc(CNn2nnnc2N)ccc1OCC(=O)NC(C)(C)C	-6%	-4%	2%
C[C@@H]1CN(Cc2ccc3c(c2)CN(Cc2cccn2-c2ccccn2)CCO3)C[C@H](C)O1	-5%[9.04 µM]	-2%	.
Cc1ccc(S(=O)(=O)N2CCCCC2C(=O)N2CCN(C)CC2)cc1 (centres undefined)	-11%	-17%	5%
Cc1cn2c(=O)c(S(=O)(=O)Nc3ccc(N4CCOCC4)cc3)c(C)nc2s1	?	?	3%
CN(C)CCCNC(=O)C[C@H]1C[C@H](C(=O)N2CCOCC2)[C@@]2(C)c3[nH]c4ccc(Cl)cc4c3CCN2C1=O	-21%	-4%	-1%[56.1 µM]
COc1ccc(C2(c3ccc(OC)cc3)NC(=O)N(CC(=O)Nc3cc(C)ccc3OC)C2=O)cc1	18µM*	?	5%
CC(Sc1nc(N2CCOCC2)c2c(c1C#N)CC(C)(C)OC2)C(=O)O (centres undefined)	28%	7%	.
Cn1c(C(=O)NN)cc2cc(OCc3ccccc3)ccc21	2%	-14%	.
Cc1cccc(N2CCN(Cc3nnc(-c4cccc(Br)c4)o3)CC2)c1C	?	-19%	-2%[12.3 µM]
COc1ccc(CCN2CC(C(=O)NCCc3ccc(C)cc3)CC2=O)cc1OC (centres undefined)	-7%&-16%	3%&-28%	-10%&-10%
CCOc1ccc(N(C)Cc2cc(=O)oc3ccc(OCC)cc23)cc1	-13%	?	.
CC(=O)Oc1ccc(C(=O)Nc2cccc(C(=O)Nc3ccccc3C(=O)O)c2)cc1	-6%	-15%	.
COc1ccc(C(C(=O)NC2CCCCC2)N(CC2CCCO2)C(=O)CNC(=O)c2ccco2)cc1 (centres undefined)	-3%	-1%	3%
CC(C)(C)NC(=O)c1cc2c(ccc3ccccc32)oc1=O	1%	-29%	.
CC(=O)NC(CC(=O)Nc1ccc2c(c1)OCCO2)c1ccccc1 (centres undefined)	-1%	1%	1%
CC(=O)NNc1nc2ccccc2s1	4%	2%	6%
CCC1CCCCN1CCCNC(=O)c1ccc2c(c1)N(Cc1c(F)cccc1Cl)C(=O)CS2 (centres undefined)	?	?	3%
COc1ccc(NC(=O)c2cc(-c3ccccc3Cl)on2)cc1	-3%	?	.
